# Source: PubChem (several laboratories)
# CHT inh – human CHT choline transport inhibition; CHT-expressing cells, membrane potential dye, choline response; stronger effect = lower value; B-score at 10 µM; Q9GZV3; actives 0.86% (n = 310,000);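 active = B-score over 3 SD under the library average, and starting fluorescence ratio not unusually high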;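 note: choline stimulus applied at its EC90 after an EC20 pre-addition; B-score computed on integrated fluorescence ratio after choline addition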
# Target sequence (Q9GZV3 whole entry, looked up): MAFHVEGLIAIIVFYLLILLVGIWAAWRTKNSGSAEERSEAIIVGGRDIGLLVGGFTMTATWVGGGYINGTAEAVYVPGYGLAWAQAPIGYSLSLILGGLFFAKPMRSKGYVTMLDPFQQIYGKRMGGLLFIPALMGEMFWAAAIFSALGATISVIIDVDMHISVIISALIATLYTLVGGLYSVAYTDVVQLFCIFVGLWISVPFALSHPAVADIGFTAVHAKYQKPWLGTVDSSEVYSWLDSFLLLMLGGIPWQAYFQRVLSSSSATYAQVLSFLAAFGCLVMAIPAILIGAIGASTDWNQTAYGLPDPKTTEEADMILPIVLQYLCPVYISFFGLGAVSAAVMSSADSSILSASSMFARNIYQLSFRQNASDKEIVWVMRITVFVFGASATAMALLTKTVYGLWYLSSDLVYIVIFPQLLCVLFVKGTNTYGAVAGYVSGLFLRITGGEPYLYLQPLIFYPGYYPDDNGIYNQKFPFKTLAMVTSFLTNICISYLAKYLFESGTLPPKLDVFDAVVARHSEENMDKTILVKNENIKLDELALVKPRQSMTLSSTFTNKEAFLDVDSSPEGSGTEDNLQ
# CHT allo act – allosteric activators of human choline transporter CHT; CHT-expressing cells, membrane potential dye, choline EC20; stronger effect = higher value; LV-AA mutant CHT in HEK293 cells; AID 488977; B-score at 10 µM; Q9GZV3; actives 0.49% (n = 310,000);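 active = initial fluorescence not abnormally high and integrated response B-score, plate-corrected, over 3 SD above library mean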
# STK33 inh – inhibitors of human STK33 kinase. Q9BYT3. purified STK33, MBP phosphorylation, ADP-Glo luminescence. inhibition, % at 10 µM. actives 0.073% (n = 320,000);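 active = inhibition at or above 25%, using the most active replicate where run in duplicate; inactive = inhibition below 25%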
# Target sequence (Q9BYT3 whole entry, looked up): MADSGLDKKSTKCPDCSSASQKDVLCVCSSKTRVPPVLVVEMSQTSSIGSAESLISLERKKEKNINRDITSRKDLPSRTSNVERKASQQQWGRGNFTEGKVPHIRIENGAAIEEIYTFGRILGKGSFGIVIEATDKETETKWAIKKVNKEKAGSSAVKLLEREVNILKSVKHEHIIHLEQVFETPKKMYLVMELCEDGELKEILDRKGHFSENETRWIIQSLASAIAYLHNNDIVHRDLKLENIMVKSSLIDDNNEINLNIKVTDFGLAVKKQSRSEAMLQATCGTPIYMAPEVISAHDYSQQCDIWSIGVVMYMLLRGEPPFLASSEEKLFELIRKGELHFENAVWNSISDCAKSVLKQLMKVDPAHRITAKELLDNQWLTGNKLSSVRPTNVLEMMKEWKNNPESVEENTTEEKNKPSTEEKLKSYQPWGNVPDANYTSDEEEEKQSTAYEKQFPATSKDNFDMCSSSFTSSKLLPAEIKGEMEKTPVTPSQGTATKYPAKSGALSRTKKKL
# Numbers without * were called inactive; i = inactive; nt = no result given.
# Second line of a record: STK33 inh, CHT allo act, CHT inh
> Cc1nc(NC(=O)CN2CCOCC2)sc1-c1ccccc1
→ 1.7, i, i
> O=C(COC(=O)C(c1ccccc1)c1ccccc1)NCc1ccco1
→ 0.3, i, i
> O=C(Nc1ccc(Cc2ccncc2)cc1)c1ccc(Br)o1
→ 0.6, i, i
> C/C=C/c1ccc(OCCCCN2CCN(CC)CC2)c(OC)c1
→ -1.0, i, i
> Cc1cccnc1NC(=O)Nc1ccccc1
→ -1.3, i, i
> COc1ccccc1-c1cc2ccccc2[nH]1
→ -0.9, i, i
> COc1ccc(OC)c2c(C)cc(C)nc12
→ -1.2, 8.79*, i
> COc1ccc(OC)c(CCNC(=O)CC2Oc3ccccc3NC2=O)c1 (stereo not given)
→ -1.4, i, i
> Cc1cc(C)c(N=Cc2c(O)c3ccccc3oc2=O)c(C)c1
→ -2.1, i, i
> COc1ccc(-c2cn[nH]c2C)cc1OC
→ 1.7, i, i
> Cc1nc2scc(C)n2c(=O)c1S(=O)(=O)Nc1ccc(N2CCN(S(C)(=O)=O)CC2)cc1
→ -1.5, i, i
> CCNC(=S)NS(=O)(=O)c1ccc(F)cc1
→ -0.8, i, i
> COc1cc2[nH]c(=S)nc(NCc3ccccc3)c2cc1OC
→ 1.3, i, i
> O=C(O)CCc1ccc(-c2ccccc2)n1-c1cccc(C(=O)O)c1
→ -1.7, i, i
> CCOc1c(Br)cc(C(N)=O)cc1OCc1ccccc1
→ -0.3, i, i
> O=C(NC1CCCCC1)C(c1ccccc1)N1CCOCC1 (stereo not given)
→ 0.6, i, i
> Cc1cc2nc(N)sc2cc1[N+](=O)[O-]
→ 3.2, i, i
> Cc1nn(C)c(C)c1C(C)NC(=O)c1ccc(OC2CCN(Cc3ccccn3)CC2)cc1 (stereo not given)
→ nt, i, i
> O=C(Nc1ccc(OCc2ccccc2)cc1)Nc1cccnc1
→ -0.2, i, i
> O=C1CCCN1CCCN1CC(C(=O)N(CCO)Cc2ccccc2)CCC1=O (stereo not given)
→ 1.0, i, i
> COc1cc(C(=S)N2CCCC2)ccc1OS(=O)(=O)c1ccc(NC(C)=O)cc1
→ -0.3, i, i
> CN1C(=O)CC(N2CCC(C(N)=O)(N3CCCCC3)CC2)C1=O (stereo not given)
→ -1.6, i, i
> BrC(=C\c1ccccc1)/C=N/Nc1ccc2nncn2n1
→ -0.6, i, i
> COCCNc1nc(N)c([N+](=O)[O-])c(NCc2ccccc2)n1
→ -1.9, i, i
> Cc1ccccc1-c1nnc(SCC(=O)Nc2cccc(C)c2C)o1
→ -0.4, i, i
> Cc1ccc(Cn2ccc(NC(=O)c3cc(C(C)C)on3)n2)cc1
→ 0.7, i, i
> O=C(NNC(=O)c1ccc(Br)s1)NC1CCCCC1
→ 2.1, i, i
> C[C@H](NC(=O)N1CCn2c1nc1ccccc12)C(=O)NC1CC1
→ 1.8, i, i
> COC(=O)c1ccc(/C=N/NC(=O)c2ccc3nc[nH]c3c2)cc1
→ -0.5, i, i
> Cc1cc(C(F)(F)F)nc(SCC(=O)NC2CC3CCC2C3)n1 (stereo not given)
→ 0.1, i, i
> Cc1cc(OCC(=O)Nc2cccc(S(=O)(=O)NC3=NCCCCC3)c2)ccc1Cl
→ -1.1, i, i
> CCS(=O)(=O)Nc1ccc(C2=NN(C(=O)c3ccccc3)C(c3cccs3)C2)cc1 (stereo not given)
→ -1.8, i, i
> COc1ccc(C)cc1Nc1nc(N)c2cc(OC)c(OC)cc2n1
→ -2.2, i, i
> Cc1cc(C)c(NC(=O)Cn2cc3c(n2)CCCC3)c(C)c1
→ -0.3, i, i
> CC(=O)OC[C@H]1O[C@@H](O/N=C/[C@@H](C)[C@H](OCc2ccccc2)C(C)C)[C@H](OC(C)=O)[C@@H](OC(C)=O)[C@@H]1OC(C)=O
→ 1.0, i, i
> CCC1Oc2ccc(C)cc2N(CC(=O)NCc2ccccc2OC)C1=O (stereo not given)
→ -2.5, i, i
> O=C1c2cccc(OCC(=O)N3N=C(c4cccs4)CC3c3ccc(F)cc3)c2CCN1Cc1cccnc1 (stereo not given)
→ 0.1, i, i
> Cc1ccc(C)c(N2CCN(C(=O)C3CCCN(c4ncnc5c4nc4n5CCCCC4)C3)CC2)c1 (stereo not given)
→ 0.2, i, -7.44*
> OC(C#CCN1CCOCC1)(c1ccccc1)C1CCCCC1 (stereo not given)
→ -0.8, i, i
> COc1cccc(-c2nc(C(N)=O)c3[nH]c(=O)n(-c4cccc(Cl)c4)c3n2)c1OC
→ -2.3, i, i
> Cc1cccc(OCc2nnc(SCC(=O)Nc3ccc(N4CCOCC4)cc3)o2)c1
→ 0.5, i, i
> CC(=O)OCc1c(C(F)(F)F)nn(C)c1Oc1ccccc1
→ -1.0, i, i
> Cc1ccc(C(=O)OCc2nnc(-c3ccc(Br)cc3)o2)cc1
→ -3.1, i, i
> Cc1cccc(C)c1N(CC(=O)N1CCOCC1)S(C)(=O)=O
→ -1.9, i, i
> CCC(=O)c1ccc(N2CCN(C(=O)c3cc([N+](=O)[O-])ccc3N3CCN(C)CC3)CC2)c(F)c1
→ 0.8, i, i
> O=C(NNC(=O)c1cc2ccccc2cc1O)Nc1ccccc1F
→ 0.5, i, i
> O=C(Cc1ccccc1[N+](=O)[O-])N/N=C/c1cccnc1
→ -1.4, i, i
> Cc1ccc(C)c(/C(O)=C2\C(=O)C(=O)N(CCCn3ccnc3)C2c2ccncc2)c1 (stereo not given)
→ -0.9, i, i
> CCn1c(Cc2ccccc2)nnc1SCc1ccc([N+](=O)[O-])cc1
→ -2.5, i, i
> O=C(/C=C/c1cccc(F)c1)Nc1cc(S(=O)(=O)N2CCOCC2)ccc1N1CCCC1
→ 1.1, i, i
> CCCCNC(=O)CC1Nc2ccccc2NC1=O (stereo not given)
→ -0.4, i, i
> CN(C)CCNC=C(C(=O)Nc1ccc(Cl)cc1Cl)C(=O)Nc1ccc(Cl)cc1Cl
→ 0.0, i, i
> COC(=O)N/N=C/c1c[nH]c2ccccc12
→ -0.7, i, i
> COc1ccc(N2CC(NS(=O)(=O)c3ccc(F)cc3)CC2=O)cc1 (stereo not given)
→ -1.6, i, i
> O=C(Nc1ccccc1Cl)c1c(F)c(F)c(F)c(F)c1F
→ -0.3, i, i
> O=C(NCCN1CCOCC1)c1ccccc1N1C(=O)[C@@H]2Cc3c([nH]c4ccccc34)C(c3ccc(F)cc3)N2C1=O (stereo not given in full)
→ -0.2, i, i
> C/C(CC(=O)NC(C)(C)C)=N\NC(=O)COc1ccc(C)cc1Br
→ 0.0, i, i
> O=S(=O)(NCc1ccccc1)c1ccc(S(=O)(=O)N(Cc2cccs2)CC2CCCO2)cc1 (stereo not given)
→ -1.0, i, i
> Cc1cc(C)c2nc(C(F)(F)F)nc(N3CC(C)OC(C)C3)c2c1 (stereo not given)
→ 0.0, i, i
> Cc1c(NC(=O)c2nn3c(C(F)(F)F)cc(-c4ccccc4)nc3c2Br)c(=O)n(-c2ccccc2)n1C
→ 0.1, i, i

# Carrying on:
# Second line of a record: STK33 inh, CHT allo act, CHT inh
> COc1ccc(/C=N/Nc2nc(=O)[nH]nc2C)cc1OC
→ 1.1, i, i
> COc1cc(C(=O)NCc2ccc(-n3cccc3)cc2)cc(OC)c1OC
→ 0.6, i, i
> Cc1cc(C(=O)N/N=C/c2cccc([N+](=O)[O-])c2)c(C)n1-c1ccccc1
→ -0.6, i, i
> CC(=O)N1CCCC1(C(=O)O)c1ccccc1 (stereo not given)
→ -0.7, i, i
> OCCNc1nnc(-c2ccccc2)c(-c2ccccc2)n1
→ 0.8, i, i
> Cc1c(CC(=O)NCCC(C)C)c(=O)oc2cc3c(cc12)CCC(C)(C)O3
→ 0.1, i, i
> O=C(Nc1ccccc1N1CCN(c2ccc(F)cc2)CC1)c1ccccc1
→ 0.3, i, i
> Cc1cccc(N2CCN(C(=O)CCS(=O)(=O)c3ccc4c(c3)oc(=O)n4C)CC2)c1C
→ 3.3, i, i
> O=[N+]([O-])c1ncn(C23CC4CC(CC(C4)C2)C3)n1
→ -2.5, i, i
> CC1(C)CC(=O)C(=Cc2cn(CCC#N)nc2-c2ccc(Cl)cc2)C(=O)C1
→ 0.3, i, i
> Cc1cccc(C)c1NC(=S)N/N=C/c1c(Cl)cccc1Cl
→ -1.1, i, i
> CC1CC(C)CN(C(=O)c2ccc3c(c2NCCO)C(=O)c2ccccc2C3=O)C1 (stereo not given)
→ 3.5, i, i
> COc1ccc(CCNC(=O)c2nnn(-c3cccc(C)c3)c2N)cc1OC
→ 0.7, i, i
> O=C(O)c1cccnc1-c1ncccc1C(=O)O
→ -0.1, i, i
> O=C1C2CC=CCC2C(=O)N1Nc1ccccc1 (stereo not given)
→ 0.8, i, i
> C=CCn1c(=NC(=O)c2cccs2)sc2cc(NC(C)=O)ccc21
→ 0.4, i, i
> NC(=O)C1CC(O)CN1c1nc(CN2CCOCC2)nc2scc(-c3ccccc3)c12 (stereo not given)
→ -0.7, i, i
> O=C(Nc1ccncc1Cl)c1ccncc1
→ -0.5, i, i
> Cn1c(=O)[nH]c(=O)c2c1nc(N1CCCCC1)n2CC(O)COc1ccc([N+](=O)[O-])cc1 (stereo not given)
→ 0.8, i, i
> c1ccc(C2=Nn3c(nnc3-c3ccco3)SC2)cc1
→ -0.1, i, i
> Clc1cccc(Nc2nc(-c3ccncc3)cs2)c1
→ -0.9, i, i
> COc1ccc(-n2nc(C(=O)NCC(=O)NC(C)C)c3ccccc3c2=O)c(OC)c1
→ -1.2, i, i
> Cc1ccc(C(=O)N/C(=C\c2ccc(Cl)cc2)C(=O)NCC2CCCO2)cc1 (stereo not given)
→ 0.0, i, i
> COc1ccc(C(CNC(=O)c2cccc(S(=O)(=O)Nc3ccccc3OC)c2)N2CCOCC2)cc1 (stereo not given)
→ 1.4, i, i
> Cc1ccc(C(=O)OCC(=O)Nc2ccccc2N2CCOCC2)cc1
→ -1.5, i, i
> COc1cc(C(=O)Nc2ccc(OCC(=O)O)cc2)cc(OC)c1OC
→ -1.2, i, i
> Cc1cc(C)c(S(=O)(=O)c2ccccc2C(=O)O)c(C)c1
→ -1.7, i, i
> CC(C)CNC(=O)CSc1nnc(-c2ccc(Cl)cc2)n1N
→ 0.4, i, i
> COc1ccc(C(=O)CCC(=O)Nc2cccnc2)c(OC)c1
→ -1.7, i, i
> COC(=O)C1=C(C)Nc2c(c(=O)n(C)c(=O)n2C)C1c1cccc(O)c1 (stereo not given)
→ -0.5, i, i
> CC1CC(C)CN(CCCNC(=O)CCC(=O)N2CC(C)Oc3ccccc32)C1 (stereo not given)
→ 2.8, i, i
> COc1ccc(N2C(=O)NC3CC2(C)Oc2ccccc23)cc1 (stereo not given)
→ -1.4, i, i
> Nc1nc(-c2ccccc2)cn1N
→ -1.5, i, i
> COc1ccccc1NC(=O)CSc1nncn1-c1ccccc1
→ -0.5, i, i
> CC(Sc1ccccc1)C(=O)N/N=C/c1ccccc1 (stereo not given)
→ -1.6, i, i
> CC(=O)c1cccc(S(=O)(=O)NCCC(=O)O)c1
→ 0.5, i, i
> O=C(Nc1cc(S(=O)(=O)N2CCOCC2)ccc1N1CCOCC1)c1cccc(S(=O)(=O)N2CCCCC2)c1
→ 0.2, i, i
> CCCCc1nc2cc(C(=O)N3CCCCC3CCNC(C)=O)ccc2o1 (stereo not given)
→ -0.4, i, i
> Cc1cc(NC(=O)COc2ccc(N(C)S(=O)(=O)c3ccccc3)cc2)no1
→ 3.9, i, i
> COc1ccc(-n2nc(C(=O)NCC(=O)NCC3CCCO3)c3ccccc3c2=O)cc1Cl (stereo not given)
→ nt, i, i
> O=C(Nc1cc(C(F)(F)F)ccc1Cl)c1cccc(N2C(=O)CCC2=O)c1
→ -0.8, i, i
> CC1CCc2sc(C(=O)Nc3nnc(SCc4ccc(F)cc4)s3)cc2C1 (stereo not given)
→ -0.4, i, i
> OCCNc1cc(Cl)ncn1
→ -1.7, i, i
> COc1ccc(N2CCN(C(=O)c3ccc(NS(=O)(=O)c4ccc(F)c(F)c4)cc3)CC2)cc1
→ -0.2, i, i
> COc1ccccc1C(=O)N/N=C(\C)CC(=O)Nc1ccccn1
→ -1.0, i, i
> COC(=O)c1ccccc1NCc1cc(=O)oc2cc(O)c(O)cc12
→ 1.1, i, i
> COc1ccccc1CNC(=O)C1Cc2cc(S(=O)(=O)N3CCCCC3)ccc2N1C(C)=O (stereo not given)
→ -0.1, i, i
> O=C(C1CC(c2ccccc2O)=NO1)N1CCc2ccccc2C1 (stereo not given)
→ -1.7, i, i
> O=C(NC(c1ccccc1)c1ccccn1)c1cccc([N+](=O)[O-])c1 (stereo not given)
→ -1.5, i, i

# Among those listed so far, eight have two or more sulfur atoms:
# Second line of a record: STK33 inh, CHT allo act, CHT inh
> Cc1nc2scc(C)n2c(=O)c1S(=O)(=O)Nc1ccc(N2CCN(S(C)(=O)=O)CC2)cc1
→ -1.5, i, i
> CCNC(=S)NS(=O)(=O)c1ccc(F)cc1
→ -0.8, i, i
> COc1cc(C(=S)N2CCCC2)ccc1OS(=O)(=O)c1ccc(NC(C)=O)cc1
→ -0.3, i, i
> CCS(=O)(=O)Nc1ccc(C2=NN(C(=O)c3ccccc3)C(c3cccs3)C2)cc1 (stereo not given)
→ -1.8, i, i
> O=S(=O)(NCc1ccccc1)c1ccc(S(=O)(=O)N(Cc2cccs2)CC2CCCO2)cc1 (stereo not given)
→ -1.0, i, i
> C=CCn1c(=NC(=O)c2cccs2)sc2cc(NC(C)=O)ccc21
→ 0.4, i, i
> O=C(Nc1cc(S(=O)(=O)N2CCOCC2)ccc1N1CCOCC1)c1cccc(S(=O)(=O)N2CCCCC2)c1
→ 0.2, i, i
> CC1CCc2sc(C(=O)Nc3nnc(SCc4ccc(F)cc4)s3)cc2C1 (stereo not given)
→ -0.4, i, i
